# TDP1 cell noCPT = qHTS for Inhibitors of human tyrosyl-DNA phosphodiesterase 1 (TDP1): qHTS in cells in absence of CPT; AID 686978, 2013; Potency, µM (titrated, usually from 46.2 µM), for inactives: at the highest dose activity change, negative = growth inhibition, actives largely listed as inhibitors; DT40 Tdp1-/- hTDP1 cells, no CPT, ATP luminescence, 48 h; 420,000 tested, 15% active; also: nearly all actives have a fitted effect of over 55% in size
#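 Stably hTDP1-transfected Tdp1-null chicken DT40 cells were treated with library compounds minus camptothecin and grown for at least 48 hr at 37 °C, after which cellular ATP was quantified by luminescence.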
# DT40 TDP1 CPT = growth inhibition of DT40 Tdp1-/-;hTDP1 cells with camptothecin (screen for TDP1 inhibitors); chicken DT40 Tdp1-/-;hTDP1 cells + 20 nM CPT, ATP luminescence, 48 h; Potency, µM (highest dose often 46.2 µM), for inactives: at the top dose activity change, negative = growth inhibition, actives largely listed as inhibitors; 420,000 tested, 12% active; also: nearly all actives have a fitted effect of over 55% in size
#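 Cell growth measured by CellTiter-Glo luminescence after a minimum 48 h, 37 C compound exposure with 20 nM CPT in Tdp1-knockout DT40 cells stably expressing hTDP1, seeded 400/well; qHTS titration format.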
# TDP1 block = blocks human tyrosyl-DNA phosphodiesterase 1; Q9NUW8; recombinant TDP1, AlphaScreen DNA substrate cleavage; Potency, µM (series often up to 130 µM), without a hit: at the highest dose activity change, negative = inhibition, hits mostly inhibitors; 350,000 tested, 0.28% active; also: nearly all actives have a fitted effect of over 40% in size
# Target sequence (Q9NUW8 whole entry, looked up): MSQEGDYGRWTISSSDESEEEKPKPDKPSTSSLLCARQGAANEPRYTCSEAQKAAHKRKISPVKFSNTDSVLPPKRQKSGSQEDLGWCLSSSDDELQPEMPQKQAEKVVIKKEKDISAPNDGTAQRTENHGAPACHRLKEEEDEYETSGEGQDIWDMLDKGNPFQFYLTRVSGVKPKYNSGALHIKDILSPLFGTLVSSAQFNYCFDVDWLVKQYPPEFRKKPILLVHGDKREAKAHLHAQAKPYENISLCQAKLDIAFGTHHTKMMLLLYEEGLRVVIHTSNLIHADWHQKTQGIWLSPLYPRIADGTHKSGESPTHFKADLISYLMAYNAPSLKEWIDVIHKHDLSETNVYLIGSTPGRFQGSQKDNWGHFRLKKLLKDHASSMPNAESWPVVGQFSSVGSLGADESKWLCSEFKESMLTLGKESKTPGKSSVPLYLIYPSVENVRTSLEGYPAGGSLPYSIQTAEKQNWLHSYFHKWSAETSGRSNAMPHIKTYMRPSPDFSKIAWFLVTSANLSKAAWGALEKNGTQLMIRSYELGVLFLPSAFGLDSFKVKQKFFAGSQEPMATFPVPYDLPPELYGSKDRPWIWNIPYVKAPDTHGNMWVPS
#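 Here, a 5' biotin and 3' phosphotyrosine-FITC DNA oligonucleotide reports Tdp1 activity: intact substrate bridges AlphaScreen beads, while cleavage leaves a 3' phosphate and drops signal. All incubations at room temperature.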
# The depositor's hits bear a star; ? = inconclusive; . = no result given; & = joins results of further samples; [ ] = dose if it differs, or a comment. Calls follow the shape of the dose curve; as a rule, active = well fitted curve in the direction sought with a large enough effect; inconclusive = small, poorly fitted or top-dose-only effect, or another doubt; inactive = no such curve, though single readings can be large; an effect the other way counts as inactive or inconclusive. % is scaled to controls: 0 for no effect and ±100 for the full control effect; potency is read from the fitted curve at half-maximal effect. Hits appear at their usual frequency; about 18% have a hit in one of these screens.
(1) COc1cccc(C2CC(=O)Nc3cc(C)c(C)cc32)c1 (centres undefined)
(2) Cc1cccc(N2CCN(c3ccc(C(=O)O)cc3NC(=O)c3cccc(Cl)c3)CC2C)c1 (centres undefined)
(3) C=CCN(C/C(=N\O)c1sc(C(=O)OCC)nc1C)c1cccc(Br)c1
(4) Cc1nn(Cc2ccc(C(=O)N3CCCC3)o2)c(C)c1[N+](=O)[O-]
(5) CCC(=O)Nc1nc(C)c(-c2csc(Nc3ccccn3)n2)s1
(6) CCOc1ccc(NCc2cc3cc(OC)ccc3[nH]c2=O)cc1

screen / no.	1	2	3	4	5	6
TDP1 cell noCPT	15µM*	?	?	18%	?	21µM*
DT40 TDP1 CPT	?	?	?	-16%	?	5.8µM*
TDP1 block	.	0%	.	4%	5%	7%

# Complete entries as entered above. Order of screens: TDP1 cell noCPT	DT40 TDP1 CPT	TDP1 block
# Results for `CCOc1ccc(NCc2cc3cc(OC)ccc3[nH]c2=O)cc1` → 21µM*	5.8µM*	7%
# Results for `COc1cccc(C2CC(=O)Nc3cc(C)c(C)cc32)c1` (centres undefined) → 15µM*	?	.
# Results for `Cc1cccc(N2CCN(c3ccc(C(=O)O)cc3NC(=O)c3cccc(Cl)c3)CC2C)c1` (centres undefined) → ?	?	0%
# Results for `CCC(=O)Nc1nc(C)c(-c2csc(Nc3ccccn3)n2)s1` → ?	?	5%

# (listing goes on)
(7) CC(C)(C)c1ccc(NC(=O)Nc2ccc3ccccc3n2)cc1
(8) COc1ccc(N2CCOCC2)c(NC(=O)c2ccco2)c1
(9) Cc1cc(C)n2c(Nc3ccc4c(c3)OCCO4)c(CCc3ccccc3)nc2n1
(10) CN(C)c1ccc(C(=S)N2CCN(C(=S)Nc3cccc4ccccc34)CC2)cc1
(11) O=C(NCC(=O)N1CCCCCCC1)c1ccccc1Br
(12) COc1ccc(CC(=O)Nc2c(C(N)=O)oc3ccccc23)cc1

screen / no.	7	8	9	10	11	12
TDP1 cell noCPT	-5%	?	5.8µM*	-16%	12%	3%
DT40 TDP1 CPT	-27%	10%	8.2µM*	-4%	4%	?
TDP1 block	.	.	.	2%	.	1%

(13) Clc1ccc(NN(Cc2ccncc2)c2ccc(Cl)cc2)cc1
(14) O=S(=O)(NCCc1csc(-c2cccnc2)n1)c1cc(F)ccc1F
(15) Cn1c(=O)c2c(ncn2CC(=O)OCC(=O)Nc2cc(Cl)ccc2Cl)n(C)c1=O
(16) CNc1oc(-c2cccs2)nc1C#N
(17) CSc1ccc(C(=O)/C=C/c2ccc(N)cc2)cc1
(18) CC1=C(C(=O)N2CCCC(N3CCN(c4ccccc4F)CC3)C2)OCCO1 (centres undefined)

screen / no.	13	14	15	16	17	18
TDP1 cell noCPT	?	?	-10%	?	?	-1%
DT40 TDP1 CPT	-35%	?	-1%	?	-36%	3%
TDP1 block	.	5%	-1%	6%	8%	6%

# Looked up above.
# In DT40 TDP1 CPT, entry 13 has -35%
# In DT40 TDP1 CPT, entry 9 has 8.2µM*
# In TDP1 block, entry 16 has 6%

# New compounds follow:
(19) COc1ccc(CNC(=O)c2ccc(C(C)(C)C)cc2)cc1
(20) O=C(COc1cccnc1[N+](=O)[O-])Nc1ccc2c(c1)OC(F)(F)O2
(21) CCC1NC(=O)c2cc3ccccc3cc2-n2c1nc1ccc(OC)cc1c2=O (centres undefined)
(22) CCNc1ncc2nc(-c3ccc(F)cc3)c(=O)n(CCC#N)c2n1
(23) CN(CC(=O)Nc1ccc(F)cc1)C(=O)c1cccc(S(=O)(=O)N2CCN(c3ccc(F)cc3)CC2)c1
(24) O=C(O)CCC(=O)N1CCc2cc(S(=O)(=O)N3CCCCC3)ccc21

screen / no.	19	20	21	22	23	24
TDP1 cell noCPT	?	?	?	-11%	13µM*	15%
DT40 TDP1 CPT	-7%	-7%	?	1%	15µM*	-20%
TDP1 block	6%	5%	.	.	.	2%

# Reprinted from the part before: 4 entries, followed by the next part.
(21) CCC1NC(=O)c2cc3ccccc3cc2-n2c1nc1ccc(OC)cc1c2=O (centres undefined)
(22) CCNc1ncc2nc(-c3ccc(F)cc3)c(=O)n(CCC#N)c2n1
(23) CN(CC(=O)Nc1ccc(F)cc1)C(=O)c1cccc(S(=O)(=O)N2CCN(c3ccc(F)cc3)CC2)c1
(24) O=C(O)CCC(=O)N1CCc2cc(S(=O)(=O)N3CCCCC3)ccc21
(25) Cn1cnnc1SCC(=O)c1cc2ccccc2o1
(26) CC(NC(=O)Nc1ccccn1)N1C(=O)C2C3C=CC(C3)C2C1=O (centres undefined)
(27) Cc1cccc(NC(=O)c2ccoc2C)n1
(28) CCOc1ccc(NC(=O)c2ccc3c(=O)n4c(nc3c2)CCCCC4)cc1
(29) COc1ccc(C(=O)NCC(=O)c2ccccc2)cc1
(30) COc1ccc(CSc2nnnn2-c2ccc(C(N)=O)cc2)cc1[N+](=O)[O-]

screen / no.	21	22	23	24	25	26	27	28	29	30
TDP1 cell noCPT	?	-11%	13µM*	15%	-4%	-14%	-1%	?	-1%	-20%
DT40 TDP1 CPT	?	1%	15µM*	-20%	2%	5%	-3%	?	-9%	4%
TDP1 block	.	.	.	2%	-1%	3%[56.1 µM]	6%	8%&10%	.	.

# Reformatted: entries from further up
No.	Compound	TDP1 cell noCPT	DT40 TDP1 CPT	TDP1 block
30	COc1ccc(CSc2nnnn2-c2ccc(C(N)=O)cc2)cc1[N+](=O)[O-]	-20%	4%	.
27	Cc1cccc(NC(=O)c2ccoc2C)n1	-1%	-3%	6%
28	CCOc1ccc(NC(=O)c2ccc3c(=O)n4c(nc3c2)CCCCC4)cc1	?	?	8%&10%
25	Cn1cnnc1SCC(=O)c1cc2ccccc2o1	-4%	2%	-1%
26	CC(NC(=O)Nc1ccccn1)N1C(=O)C2C3C=CC(C3)C2C1=O (centres undefined)	-14%	5%	3%[56.1 µM]

# Carrying on.
(31) O=C(CS(=O)(=O)c1ccc(F)cc1)N1CCOCC1
(32) COc1ccccc1CNCc1ccc(OC)c2ccccc12
(33) Cc1cc(-c2ccc(F)cc2)nc2cc(C(N)=O)nn12
(34) C/C(=N\NC(=O)c1nnn(-c2nonc2N)c1-c1cccs1)c1ccncc1
(35) COC(=O)C1=C(c2ccccc2)c2ccccc2S(=O)(=O)N1CC(=O)Nc1ccc(F)c(F)c1
(36) CN(C)CCN(Cc1ccccc1)C(c1cc2ccccc2o1)c1nnnn1C(C)(C)C (centres undefined)

screen / no.	31	32	33	34	35	36
TDP1 cell noCPT	19%	16µM*	-21%	-11%	?	?
DT40 TDP1 CPT	-13%	?	-5%	-18%	-3%	16µM*
TDP1 block	1%	.	7%	4%	7%	.

(37) O=C(NCCc1nc2ccccc2[nH]1)c1ccco1
(38) CCOc1ccc2[nH]cc(S(=O)(=O)c3ccc(Cl)cc3)c(=O)c2c1
(39) CCCCC(=O)N(CCC)CCC
(40) N#CC1=C(N)CCC1
(41) Cc1cc(NC(=O)C(C)C)n(-c2nc3ccccc3s2)n1
(42) CCN(CC)S(=O)(=O)c1cc(NC(=O)CNc2cccc(S(=O)(=O)N3CCCC3)c2)ccc1C

screen / no.	37	38	39	40	41	42
TDP1 cell noCPT	-8%	9.2µM*	1%	-23%	?	2.6µM*
DT40 TDP1 CPT	-8%	9.2µM*	8%	-12%	-3%	3.3µM*
TDP1 block	5%	.	5%	.	-3%	1%

(43) CCOC(=O)c1cc2cc(OCc3ccccc3)ccc2nc1C
(44) Cc1ccc(-c2nnn(CC(=O)N(Cc3ccco3)C(C(=O)NC(C)(C)C)c3ccncc3)n2)o1 (centres undefined)
(45) CCOc1ccc2nc(S(=O)(=O)NC(=O)C3(C)CCN3C(=O)c3cc(C)n(C)n3)sc2c1 (centres undefined)
(46) CNC(=O)NC(=O)CSc1nc(-c2cccs2)c(C#N)c(=O)[nH]1
(47) Cc1cc(C)cc(OCC(=O)Nc2cccc(C(=O)O)c2)c1
(48) CCn1c(SCC(=O)Nc2sc3c(c2C#N)CCCC3)nnc1-c1ccncc1

screen / no.	43	44	45	46	47	48
TDP1 cell noCPT	-25%	6%	4%	7%	-6%	2%
DT40 TDP1 CPT	-19%	21%	-16%	18%	-17%	2%
TDP1 block	.	-3%	.	0%	4%	1%[56.1 µM]

(49) Cc1ccc(C(=O)C[n+]2cc(-c3ccccc3)n3c2CCCCC3)cc1
(50) c1ccc(CCN2CN=C(Nc3nc4ccccc4s3)NC2)cc1
(51) COc1ccc(S(=O)(=O)N2CCCCCC2)cc1N(C)S(=O)(=O)c1ccc(C)cc1
(52) C[C@]1(C(=O)O)Cc2oncc2C[C@@H]1C(=O)O
(53) C[C@@H]1C[C@H](O)c2cc(Cl)ccc2N1
(54) CCn1c(SCc2cccc(F)c2)nnc1-c1ccncc1

screen / no.	49	50	51	52	53	54
TDP1 cell noCPT	1.5µM*	?	13µM*	-4%	-11%	-1%
DT40 TDP1 CPT	1.6µM*	?	?	20%	-7%	-9%
TDP1 block	-3%&1%	10%	3%	0%	4%	.

(55) CCCCN1CC[C@H]2C=CC[C@@H](C(=O)NC3CCCCC3)[C@H]2C1=O
(56) CCN(CC)S(=O)(=O)c1cccc(C(=O)Nc2cc(C)nn2-c2ccccc2)c1
(57) CCN(CC(=O)Nc1ccccc1OC)C(=O)C1CCC1
(58) C/C(CC(=O)Nc1cccc(Cl)c1Cl)=N\NC(=O)C(=O)N1CCCC1
(59) Clc1ccc(-n2cc(-c3ccc(Br)cc3)[n+]3c2CCCCC3)cc1
(60) Cc1ccc2nc(-c3ccc(Cl)c(NC(=O)c4cccc([N+](=O)[O-])c4C)c3)oc2c1

screen / no.	55	56	57	58	59	60
TDP1 cell noCPT	?	?	-7%	-13%	6.5µM*	4%
DT40 TDP1 CPT	?	2%	-1%	-1%	5.8µM*	?
TDP1 block	.	0%	.	.	3%	3%

(61) COc1ccc(OC)c(NC(=O)CCN2CC(C)CC(C)C2)c1 (centres undefined)
(62) CC(OC(=O)C1=COCCO1)C(=O)Nc1ncc(Cl)cc1Cl (centres undefined)
(63) COc1ccc(C(C(=O)NCC2CCCO2)N(C(=O)CNC(=O)c2cccs2)c2ccc(NC(C)=O)cc2)cc1OC (centres undefined)
(64) COc1ccccc1CN(C(=O)CCl)C(C(=O)NC1CCCCC1)c1ccncc1 (centres undefined)
(65) CCc1nc2ccc(C(=O)Nc3ccc4c(c3)OCO4)cc2nc1CC
(66) COC(=O)Nc1ccc(S(=O)(=O)N2CCCC(C(=O)N3CCC(C)CC3)C2)cc1 (centres undefined)

screen / no.	61	62	63	64	65	66
TDP1 cell noCPT	-8%	-1%	-3%	3%	?	?
DT40 TDP1 CPT	5%	?	0%	17%	?	?
TDP1 block	.	3%	-8%	-1%	3%	2%

(67) COc1ccccc1CNC(=O)c1cc2sccc2n1Cc1ccc(Cl)cc1
(68) Cc1ccccc1NC(=O)COC(=O)c1cc[n+]([O-])cc1
(69) CCc1nnc(SCC(=O)Nc2ccc(N3CCN(S(C)(=O)=O)CC3)cc2)o1
(70) Cc1ccc(CN2CCN(Cc3c(C)nn(C(C)C)c3C)CC2CCO)o1 (centres undefined)
(71) Cc1nn(-c2ccccc2)c(Oc2ccc(F)cc2)c1/C=N/n1cnnc1
(72) Cc1ccccc1OCC(=O)OCC(=O)Nc1ccc(Cl)cn1

screen / no.	67	68	69	70	71	72
TDP1 cell noCPT	?	6%	-26%	-1%	1%	0%
DT40 TDP1 CPT	?	-4%	?	1%	11%	13%
TDP1 block	6%	5%	.	9%	6%	-2%[56.1 µM]

(73) CCOC(=O)c1c(NC(=O)c2cccs2)sc2c1CCCC2
(74) COc1ccc(N(CC(=O)NC2CCCC2)S(=O)(=O)c2ccc(NC(C)=O)cc2)cc1
(75) Oc1c(CN2CCCC(C(F)(F)F)C2)cc(Cl)c2ccccc12 (centres undefined)
(76) Cc1cc(C)cc(N(CC(=O)O)S(=O)(=O)c2c(C)noc2C)c1

screen / no.	73	74	75	76
TDP1 cell noCPT	-31%	-29%	?	-7%
DT40 TDP1 CPT	0%	6%	18µM*	-14%
TDP1 block	.	5%[0.0935 µM]	.	-5%

# Source: PubChem BioAssay
